# Screening data as filed in PubChem BioAssay.
# HTT aggregate: reduces HttQ103-GFP aggregates in PC12 cells | PC12 HttQ103-GFP aggregates, Acumen cytometry, 40 h | Potency, µM (titrated, usually from 46.1 µM), without a hit: top-dose activity change, negative = inhibition, actives largely listed as inhibitors | hit rate 1.1% among 220,000; also: potency is read from the fitted curve at half-maximal effect; % is scaled to controls: 0 for no effect and ±100 for the full control effect; nearly all actives have a fitted effect of over 60% in size
#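 Inducible Q103 Huntingtin exon 1–GFP PC12 line, 1500 cells/well in phenol red free DMEM with 5% equine and 5% calf serum. Tebufenozide 100 nM induced expression; compounds titrated; aggregates quantified by cytometry.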
# HTT ATP protect: Huntington cell model cytoprotection by ATP luminescence. PC12 HTT-Q103 induced, cytoprotection, ATP luminescence, 40 h. Potency, µM (doses to about 56.4 µM), inactives show cytoprotection (ATP increase), actives largely listed as activators. hit rate 0.14% among 230,000;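 also: potency is read from the fitted curve at half-maximal effect; % of control where 0% means no effect; nearly all actives have a fitted effect of over 45% in size; toxic huntingtin expression switched on by the ecdysone agonist tebufenozide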
#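 Stable PC12 Q103-GFP cells in serum-supplemented, phenol red-free DMEM; induction by tebufenozide at 100 nM final; compound dose series; cell viability quantified luminescently from ATP.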
# GAA spleen mod: lysosomal alpha-glucosidase (human) modulation; P10253; Potency, µM (top dose mostly 79.9 µM), for the others: at the highest dose activity change, negative = inhibition, most hits filed as inhibitors; AID 2112; human spleen homogenate, 4-MU-alpha-glucoside fluorescence; hit rate 0.006% among 240,000;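 also: potency is read from the fitted curve at half-maximal effect; 0% = enzyme with vehicle and -100% = no enzyme basal signal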
#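 AC50 values come from Hill-equation fits of concentration-response data, normalized to no-enzyme and full-activity controls. Enzyme source: 1 ug human spleen homogenate; 1 mM fluorogenic 4-MU glucoside, pH 5.0 citrate buffer, 37 C, 40 min.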
# GAA inhib: blocks human lysosomal alpha-glucosidase | P10253 | purified human GAA, 4-MU-alpha-glucoside fluorescence | Potency, µM (titrated, usually from 76.9 µM), inactives show at the top dose activity change, negative = inhibition, most hits filed as inhibitors | hit rate 0.005% among 200,000;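 also: potency is read from the fitted curve at half-maximal effect; plate controls were uninhibited enzyme wells for no effect and no-enzyme background for full effect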
#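 Fluorogenic assay: 4 nM human alpha-glucosidase with 400 uM 4-methylumbelliferyl-alpha-D-pyranoside in 50 mM citrate/phosphate, 0.005% Tween-20, pH 5.0, 20 min at room temperature. Compounds tested up to 77 uM; AC50 from Hill fits.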
# CBFb RUNX1 block: blocks binding between human CBF-beta and RUNX1; AlphaScreen CBFb-His/RUNX1-biotin binding, biochemical; Q01196+Q13951; 230,000 tested, under 10 active; Potency, µM (doses to about 59.8 µM), for the others: at the highest dose activity, negative = inhibition, actives largely listed as inhibitors; also: % of control where 0% means no effect
# Target sequence (Q01196 whole entry, looked up): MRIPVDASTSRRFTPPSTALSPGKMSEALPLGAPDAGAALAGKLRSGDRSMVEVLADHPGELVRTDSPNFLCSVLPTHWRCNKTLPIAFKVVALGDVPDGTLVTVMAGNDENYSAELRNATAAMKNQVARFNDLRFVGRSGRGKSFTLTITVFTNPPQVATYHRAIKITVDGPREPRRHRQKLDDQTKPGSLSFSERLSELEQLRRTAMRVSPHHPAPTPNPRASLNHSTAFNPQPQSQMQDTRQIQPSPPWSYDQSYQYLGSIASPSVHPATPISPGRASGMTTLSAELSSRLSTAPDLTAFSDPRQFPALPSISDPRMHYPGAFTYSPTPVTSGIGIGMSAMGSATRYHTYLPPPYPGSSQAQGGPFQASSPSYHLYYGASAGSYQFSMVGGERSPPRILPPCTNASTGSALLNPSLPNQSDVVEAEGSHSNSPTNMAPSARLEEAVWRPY
# Target sequence (Q13951 whole entry, looked up): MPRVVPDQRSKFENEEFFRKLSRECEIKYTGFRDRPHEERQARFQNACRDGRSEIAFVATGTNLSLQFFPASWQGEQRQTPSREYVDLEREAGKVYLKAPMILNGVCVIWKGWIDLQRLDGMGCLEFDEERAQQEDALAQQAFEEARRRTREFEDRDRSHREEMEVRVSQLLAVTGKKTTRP
#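 AlphaScreen binding: CBFb-His and RUNX1-biotin (30 nM each) preincubated 20 min, compound added for 15 min, then nickel and streptavidin beads for 90 min, all at room temperature. Disruption of the interaction by any mechanism counts as activity.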
# LMNA splice mod: LMNA splicing modulation; Potency, µM (titrated, usually from 46.1 µM), inactives show at the highest dose ratio change, negative = inhibition, usual class: inhibitors; HeLa LMNA splicing GFP/RFP minigene ratio, 48 h; hit rate 0.01% among 200,000; AID 1487; active = well fitted inhibition curve with a large enough effect in the signal ratio, with a control signal flat, not every such curve was filed as active; inconclusive = small, poorly fitted or top-dose-only effect, or effect the other way, or a change in a side signal; the % refers to the signal ratio; also: potency is read from the fitted curve at half-maximal effect; % is scaled to controls: 0 for no effect and ±100 for the full control effect
#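 Read-out is the ratio of GFP to DsRed2 object intensity, acquired by 488 nm laser-scanning cytometry on HeLa lamin A-EGFP minigene reporter cells. Compound incubation 48 hrs at 37 °C in Opti-MEM with 2% FBS; DMSO 0.5% final.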
# GAA glycogen mod: inhibitors or activators of human alpha-glucosidase glycogen cleavage; recombinant GAA, glycogen substrate, Amplex Red glucose oxidase fluorescence; Potency, µM (titrated, usually from 76.4 µM), for the others: top-dose activity change, negative = inhibition, actives largely listed as inhibitors; hit rate 0.38% among 300,000; AID 2100;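 also: potency is read from the fitted curve at half-maximal effect; 0% = full enzyme reaction and -100% = no-enzyme basal signal; the screen sought inhibitors and activators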
#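 qHTS, 1536-well; enzyme 4 nM final; cpd up to 77 uM; substrate bovine liver glycogen 30 ug; 50 mM citrate/phosphate pH 5.0, 0.01% Tween-20; 37 C, 40 min; Amplex Red detection 45 min RT; Hill fit → AC50.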
# Starred values were filed as active, the others as inactive; ? = inconclusive; · = no result given; [ ] = remark or other dose. Unless noted, calls follow the shape of the dose curve; as a rule, active = well fitted curve in the direction sought with a large enough effect; inconclusive = small, poorly fitted or top-dose-only effect, or another doubt; inactive = no such curve, though single readings can be large; an effect the other way counts as inactive or inconclusive.
compound	HTT aggregate	HTT ATP protect	GAA spleen mod	GAA inhib	CBFb RUNX1 block	LMNA splice mod	GAA glycogen mod
CCOC(=O)C1CCCN(c2nc3ccccc3nc2C(C#N)C(=O)OCCOC)C1 (centres undefined)	-4%	-4%[1.9 µM]	-3%	-2%	5%	12%	-10%
COc1ccccc1-c1cc(C(F)(F)F)nc(N2CCCCC2)n1	5%	-3%	-17%	-2%	17%	10%	6%
CCC1(C)Cc2ccccc2-c2nc3n(c(=O)c21)CCS3 (centres undefined)	15%	25%[10 µM]	-2%	0%	-4%	-2%	-5%
O=C(CNC(=O)c1ccc(Cl)cc1Cl)NCC(=O)Nc1ccccc1N1CCOCC1	-4%	-19%	5%	-3%	7%	5%	-11%
O=C(Nc1ccccc1)NC1(C(=O)N2CCN(C(=O)c3ccco3)CC2)CCCCC1	24%	10%[10 µM]	-1%	4%	1%	-1%	9%
CCC#CCOCC(=O)Nc1ccccc1	·	-52%[inhibitor]	10%	·	21%	·	·
CC(CCC(=O)O)C1CC[C@@]2(C)C3C(=O)CC4C(C)(C)C(O)CC[C@]4(C)C3C(=O)C[C@]12C (some centres undefined)	-2%[9.22 µM]	-20%[10 µM]	2%	-4%	6%	·	11%
O=c1oc2ccccc2cc1-c1ccc(O)cc1O	-14%	1%[10 µM]	-13%	-1%	4%	?	-6%
NC(=O)c1nn(-c2ccccc2)nc1NC(=O)CN1CCOCC1	?	5%[10 µM]	0%	·	-8%	·	5%
Cc1ccc(NCc2ccco2)cc1C	-16%[9.22 µM]	-15%[10 µM]	2%	10%	4%	3%[46 µM]	?
Clc1cccc(Cl)c1CSc1nnc2ccccn12	-6%	-22%[10 µM]	6%	-5%	2%	-8%	1%
CCCn1c(SCC(=O)c2ccc(CC)cc2)n[nH]c1=O	0.89µM*	?	-14%	-5%	1%	-7%	-23%
CCCc1nn(C)c(C(=O)Nc2ccc(C)c(C)c2)c1Cl	-4%	29%[10 µM]	7%	1%	17%	7%	-2%
CCCCNC(=O)Cc1ccc(C)cc1	-4%	10%[10 µM]	0%	2%	2%	-8%	-3%
COc1cccc(N2CC(=O)Nc3c(oc4nc(-c5ccccc5)cc(C)c34)C2=O)c1	14%[9.22 µM]	8%[10 µM]	-4%	·	3%	·	3%

# Rewritten field by field: 4 of the compounds above
Cc1ccc(NCc2ccco2)cc1C
  HTT aggregate: -16%[9.22 µM] | HTT ATP protect: -15%[10 µM] | GAA spleen mod: 2% | GAA inhib: 10% | CBFb RUNX1 block: 4% | LMNA splice mod: 3%[46 µM] | GAA glycogen mod: ?

O=C(Nc1ccccc1)NC1(C(=O)N2CCN(C(=O)c3ccco3)CC2)CCCCC1
  HTT aggregate: 24% | HTT ATP protect: 10%[10 µM] | GAA spleen mod: -1% | GAA inhib: 4% | CBFb RUNX1 block: 1% | LMNA splice mod: -1% | GAA glycogen mod: 9%

NC(=O)c1nn(-c2ccccc2)nc1NC(=O)CN1CCOCC1
  HTT aggregate: ? | HTT ATP protect: 5%[10 µM] | GAA spleen mod: 0% | GAA inhib: · | CBFb RUNX1 block: -8% | LMNA splice mod: · | GAA glycogen mod: 5%

CCC1(C)Cc2ccccc2-c2nc3n(c(=O)c21)CCS3 (centres undefined)
  HTT aggregate: 15% | HTT ATP protect: 25%[10 µM] | GAA spleen mod: -2% | GAA inhib: 0% | CBFb RUNX1 block: -4% | LMNA splice mod: -2% | GAA glycogen mod: -5%

# (continued)
compound	HTT aggregate	HTT ATP protect	GAA spleen mod	GAA inhib	CBFb RUNX1 block	LMNA splice mod	GAA glycogen mod
CC(C)CCSc1nc(N2CCOCC2)c2c(c1C#N)CC(C)(C)OC2	6%	-2%[10 µM]	5%	-6%	21%	14%	-21%
COc1ccccc1-c1coc2cc(OC(=O)/C=C/c3ccccc3)ccc2c1=O	-11%	14%[10 µM]	-7%	0%	2%	-8%	9%
CCOC1=NN(c2ccccc2)C(=O)/C1=C\N(C)C	12%	-45%[inhibitor]	-4%	-3%	9%	-8%[46 µM]	2%
Cc1nc2cnccc2n1C	16%	13%	-19%	8%	-6%	-5%[46 µM]	4%
CC(=O)c1c(C)[nH]c(C(=O)NCCc2cccc(C)c2)c1C	-4%	-3%	-2%	5%	0%	13%[0.0737 µM]	1%
O=C(NC1CCCCCC1)C(=O)NC1CCCC1	14%	0%[0.074 µM]	0%	0%	7%	0%	0%
Cc1cc(C)n(CCNC(=O)CCc2nnc(CCc3ccccc3)o2)n1	?	9%[10 µM]	-1%	7%	4%	22%[46 µM]	7%
Cc1ccc(S(=O)(=O)N(C)c2ccc(N)cc2)cc1	22%	-14%	0%	1%	2%	0%	-1%
Cc1ccc(N/C(C(Cl)=C(Cl)Cl)=C(/Cl)[N+](=O)[O-])c(C)c1	-19%	·	3%	-11%	-25%	?	0%
CC(C)c1nc2ccccc2n1CC(O)COC1CCCCC1 (centres undefined)	-18%	-23%	-17%	7%	9%	3%[9.22 µM]	-11%
CC(C)(C)NC(=O)Cn1nnc(-c2ccc(S(C)(=O)=O)cc2)n1	?	-12%	-7%	-8%	0%	-4%	0%
CC(O)[C@H]1CNC(=O)C(=O)N1CCCCC1CCCCC1 (some centres undefined)	-35%[9.22 µM]	17%[10 µM]	-16%	·	7%	·	3%
O=C(Nc1ccc2c(c1)OCO2)NC1(C(F)(F)F)Oc2ccccc2O1	0%	-17%[10 µM]	-2%	0%	0%	-4%	19%
c1ccc(-c2cn3nc(-c4ccccc4)c(-c4ccccc4)nc3n2)cc1	-28%	-57%[inhibitor]	-9%	0%	?	28%	0%
CN(C)S(=O)(=O)Nc1ccc(C(=O)O)cc1	-21%	16%[10 µM]	1%	0%	7%	13%	2%

# Just GAA spleen mod and GAA glycogen mod, for three of the compounds above:
canonical_smiles | GAA spleen mod | GAA glycogen mod
O=C(NC1CCCCCC1)C(=O)NC1CCCC1 | 0% | 0%
CC(O)[C@H]1CNC(=O)C(=O)N1CCCCC1CCCCC1 (some centres undefined) | -16% | 3%
CC(C)(C)NC(=O)Cn1nnc(-c2ccc(S(C)(=O)=O)cc2)n1 | -7% | 0%

# (listing goes on)
# Results follow in this order: HTT aggregate	HTT ATP protect	GAA spleen mod	GAA inhib	CBFb RUNX1 block	LMNA splice mod	GAA glycogen mod
- CCOC(=O)c1ccc(S(=O)(=O)NC2CCCCCCC2)n1C
 : -4%	0%	-1%	-2%	11%	?	1%
- COc1ccc(C(=O)N2CCC(C(=O)Nc3ccc(OC)c(OC)c3)CC2)cc1
 : 15%	-3%	6%	1%	-5%	5%	2%
- CCCCCCNS(=O)(=O)c1ccc(Cl)s1
 : ?	-25%	-19%	-17%	22%	10%	-2%
- Cc1nnc(NC(=O)CCCN2C(=O)c3ccccc3C2=O)s1
 : 11%	14%	-12%	-6%	-1%	-4%	-14%
- Cc1ccc(S(=O)(=O)N2CCN(C(=O)c3cc(=O)[nH]c4ccccc34)CC2)c(C)c1
 : -12%	-49%[inhibitor]	-3%	-28%	7%	-13%	1%
- COCCNC(=O)C(=O)N/N=C/c1cccs1
 : 3%	-1%	·	-1%	-5%	?	4%
- Cc1noc(C)c1CSc1nc2sc(C)c(C)c2c(=O)n1-c1ccccc1
 : -2%	-5%	-12%	-1%	4%	-4%	0%
- CC(C(=O)N1c2ccc(F)cc2CCC1C)N1C(=O)c2ccccc2C1=O (centres undefined)
 : -15%	6%[10 µM]	10%	3%	-5%	-8%	-10%
- O=C(c1ccc(-c2nnc(Nc3cccc(Cl)c3)c3ccccc23)cc1)N1C[C@H]2C[C@H](C1)c1cccc(=O)n1C2
 : ?	-78%[inhibitor]	-4%	?	-10%	2%	3%
- CCCCCC(=O)N1CC2(C)CN(C(=O)CCCCC)CC(C)(C1)C2=O
 : -8%	27%	7%	-3%	4%	-4%	0%
- CC(=O)Nc1cccc(NC(=O)c2cc(-c3cccnc3)nc3ccc(Cl)cc23)c1
 : 1%[9.22 µM]	0%[10 µM]	0%	11%	-4%	13%[46 µM]	0%
- O=C(N/N=C/c1ccc([N+](=O)[O-])o1)C(O)c1ccccc1 (centres undefined)
 : -6%[9.22 µM]	20%[10 µM]	-1%	·	2%	·	-3%
- CC(C)NC(=O)c1cccc(Cn2cc(Cl)cn2)c1
 : -11%	-23%	-7%	-6%	1%	2%	15%
- Cc1ccc(OCC(=O)c2cc(C)n(C)c2C)c([N+](=O)[O-])n1
 : -8%	6%[10 µM]	-1%	11%	?	-2%	-11%
- O=C1C(=O)c2ccccc2C(O)=C1CCCCl
 : -18%[9.22 µM]	-24%[10 µM]	5%	-7%[15.4 µM]	-5%	·	4%
- O=C(CCCN1C(=O)c2ccccc2C1=O)Nc1ccc(Br)cn1
 : -7%	-7%	-7%	6%	7%	2%	5%
- CC(=O)Nc1cccc(NC(=O)CSc2nnnn2-c2ccc3c(c2)OCO3)c1
 : -10%[9.22 µM]	4%[10 µM]	-2%	·	5%	·	-5%
- CCOc1ccc(S(=O)(=O)NN)cc1
 : 19%	3%	5%	-5%	-2%	-6%	4%
- COc1ccc(-c2ccnc3cc(C(=O)O)nn23)cc1
 : -4%	-2%	11%	?	8%	-7%[46 µM]	·
- Cc1nn(-c2ccccc2)c(Cl)c1/C=N/NS(=O)(=O)c1ccc(Br)cc1
 : 5%	31%[10 µM]	6%	-4%	5%	1%	-2%

# Carrying on:
# Results follow in this order: HTT aggregate	HTT ATP protect	GAA spleen mod	GAA inhib	CBFb RUNX1 block	LMNA splice mod	GAA glycogen mod
- CC1(C)Cc2c(C#N)c(N3CCOCC3)nc(-c3ccccc3)c2CO1
 : ?	-2%[10 µM]	-19%	7%	23%	-5%	0%
- COC(=O)c1ccc(CNC(=O)COC(=O)CC23CC4CC(CC(Br)(C4)C2)C3)cc1
 : -1%	4%[10 µM]	-5%	4%	-27%	-7%	4%
- COc1cc(CCC(=O)OCC(=O)Nc2ccccc2C(C)C)cc(OC)c1OC
 : 1%	9%[10 µM]	4%	-3%	1%	-7%	0%
- Cc1ccc(C(O)Cn2cc([N+](=O)[O-])nc2C)cc1 (centres undefined)
 : 8%[9.22 µM]	-1%[10 µM]	8%	·	8%	·	2%
- COC(=O)c1cccc(NC(=O)CC2C(=O)NCCN2C(=O)c2ccc(F)cc2F)c1 (centres undefined)
 : 10%[9.22 µM]	-13%[10 µM]	-2%	3%[15.4 µM]	0%	·	3%
